Screens as filed in PubChem BioAssay.
OX1R antag-1 = OX1R (HCRTR1) antagonists, primary screen, fluorescence, CHO/OX1R cells, Fluo-8 calcium, orexin A | Orexin/Hypocretin receptor type 1 (Homo sapiens), O43613 | Fluo-8 calcium fluorescence | inhibition, % at 5 µM | actives 0.43% (n = 330,000) | AID 434989, 2010;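 active = inhibition above its plate's threshold, mean inhibition of all tested compounds on the plate plus 3 SD, cut at about 37% in these data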;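 also: 0% = orexin A challenge wells and 100% = SB-334867-A antagonist wells; not every result past the cut was called active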
Target sequence (O43613 whole entry, looked up): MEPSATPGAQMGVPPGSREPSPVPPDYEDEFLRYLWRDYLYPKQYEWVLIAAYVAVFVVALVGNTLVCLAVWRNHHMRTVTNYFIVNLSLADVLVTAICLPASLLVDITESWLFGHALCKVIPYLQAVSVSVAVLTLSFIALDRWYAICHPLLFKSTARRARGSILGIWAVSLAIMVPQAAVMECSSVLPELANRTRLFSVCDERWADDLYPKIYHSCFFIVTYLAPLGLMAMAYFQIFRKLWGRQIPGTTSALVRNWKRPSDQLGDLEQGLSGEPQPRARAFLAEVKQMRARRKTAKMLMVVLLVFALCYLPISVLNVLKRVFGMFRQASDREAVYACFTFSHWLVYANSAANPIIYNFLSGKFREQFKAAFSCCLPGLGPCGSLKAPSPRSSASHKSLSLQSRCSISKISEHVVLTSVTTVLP
OX1R antag-2 = antagonists of human orexin 1 receptor (OX1R). inhibition, % at 6.6 µM. OX1R-expressing cells, FRET antagonist read-out. actives 1.8% (n = 330,000). AID 485270, 2010. Orexin/Hypocretin receptor type 1 (Homo sapiens), O43613; in the data active = inhibition mostly above about 38%, no sharp cut-off; inactive = mostly below about 40%;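 also: 0% = agonist challenge alone and 100% = reference antagonist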
CHT PAM = CHT positive allosteric modulators, primary screen, cell-based, membrane potential dye, choline EC20; High affinity choline transporter 1 (Homo sapiens), Q9GZV3; actives 0.49% (n = 310,000); CHT-expressing cells; hits give high values; LV-AA mutant CHT in HEK293 cells; B-score at 10 µM; AID 488977, 2010;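 active = initial fluorescence not abnormally high and integrated response B-score, plate-corrected, over 3 SD above library mean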
Target sequence (Q9GZV3 whole entry, looked up): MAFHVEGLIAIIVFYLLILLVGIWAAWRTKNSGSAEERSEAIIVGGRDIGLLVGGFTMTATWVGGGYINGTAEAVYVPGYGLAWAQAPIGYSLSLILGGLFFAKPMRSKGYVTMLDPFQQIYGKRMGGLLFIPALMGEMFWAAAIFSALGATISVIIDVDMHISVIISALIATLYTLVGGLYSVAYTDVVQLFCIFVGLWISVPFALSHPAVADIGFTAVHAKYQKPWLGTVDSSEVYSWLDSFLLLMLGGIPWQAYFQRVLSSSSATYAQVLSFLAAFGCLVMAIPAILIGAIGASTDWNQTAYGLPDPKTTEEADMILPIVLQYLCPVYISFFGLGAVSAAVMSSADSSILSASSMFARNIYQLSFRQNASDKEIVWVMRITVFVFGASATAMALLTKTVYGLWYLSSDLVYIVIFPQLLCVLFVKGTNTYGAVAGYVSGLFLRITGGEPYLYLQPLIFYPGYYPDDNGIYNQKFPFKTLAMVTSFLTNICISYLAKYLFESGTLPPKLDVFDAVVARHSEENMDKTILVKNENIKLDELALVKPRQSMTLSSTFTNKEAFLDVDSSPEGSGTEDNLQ
An asterisk follows results filed as active; i = inactive; x = no result given.

SMILES | OX1R antag-1 | OX1R antag-2 | CHT PAM
COC(=O)C(Cc1ccccc1)NC(=O)COc1ccc(C(C)(C)C)cc1 (stereo unspecified) | -15 | 9 | i
Cc1ccc(C)c(S(=O)(=O)N2CCN(CC(=O)NC(=O)NCc3ccco3)CC2)c1 | -34 | 10 | i
Cc1ccc(CNc2oc(COc3ccccc3Cl)nc2C#N)cc1 | -2 | 28 | i
Cc1nnsc1C(=O)NNS(=O)(=O)c1cc(C(F)(F)F)cc(C(F)(F)F)c1 | -2 | 5 | i
Cc1nc(C)c(CCNC(=O)c2ccccc2Br)s1 | -16 | 26 | i
O=C(Cn1cc([N+](=O)[O-])ccc1=O)N1CCc2ccccc21 | 4 | 26 | x
CC(=O)Nc1ccc(NC(=O)C(=O)c2cn(CC(=O)N3CCCC3)c3ccccc23)cc1 | -15 | 21 | i
CCN(C(=O)CN1C(=O)NC(c2ccccc2)(c2ccc(C)c(C)c2)C1=O)C1CCS(=O)(=O)C1 (stereo unspecified) | -36 | 8 | x
COc1ccc(S(=O)(=O)Nc2cc(C(=O)NCCCN3CCOCC3)ccc2N2CCOCC2)cc1 | -1 | 11 | i
CCn1c(SCC(=O)Nc2nnc(C)s2)nnc1C(C)NC(=O)c1ccccc1F (stereo unspecified) | -6 | 17 | i
COc1ccc(S(=O)(=O)NC(Cc2cnc[nH]2)C(=O)O)cc1 (stereo unspecified) | -6 | -4 | i
COC(=O)c1ccccc1NC(=O)CN(c1ccc(C)cc1)S(C)(=O)=O | -13 | 15 | i
COC(=O)C(C)SC1=N/C(=C/c2ccc(-n3cncn3)cc2)C(=O)N1 (stereo unspecified) | -8 | 55 | i
CC(=O)Nc1ccc(S(=O)(=O)Nc2ccc(N3CCOCC3)c(F)c2)cc1 | -1 | 25 | i
Cc1ccc(N(C(=O)c2snc(C(N)=O)c2N)C(C(=O)NCCC(C)C)c2ccco2)cc1 (stereo unspecified) | -37 | 21 | i
O=S(=O)(c1cccc(-c2csc(-c3ccccc3)n2)c1)N1CCOCC1 | -24 | 10 | i
CCc1cc2c(NC(Cc3c[nH]c4ccccc34)C(=O)O)nc(C)nc2s1 (stereo unspecified) | 8 | 13 | i
CCc1[nH]nc2c1C(C1C=CCCC1)C(C#N)=C(N)O2 (stereo unspecified) | -3 | 16 | i
Cc1ccc(S(=O)(=O)N2CCCC(c3nnc4n3-c3ccccc3SC4)C2)cc1 (stereo unspecified) | -33 | 22 | i
COc1ccc2c(c1OC)c(=O)n1c3ccc(OC(C)C(=O)NCCN4CCOCC4)cc3c3ccnc2c31 (stereo unspecified) | -16 | 21 | i
O=C1CC(C(F)(F)F)=NN1 | -5 | 5 | i
CC1CCN(S(=O)(=O)c2ccc(C(=O)OC(C)C(=O)NC3CCCCC3C)cc2)CC1 (stereo unspecified) | -10 | 21 | i
CC(C)C(OC(=O)C1CCCO1)C(=O)NC1CCCC1 (stereo unspecified) | -24 | 7 | i
COC(=O)C1=C(C)N(CCCC(=O)O)C(=O)NC1c1ccccc1Cl (stereo unspecified) | -17 | 20 | i
CC[C@@H]1C=C(C(=O)O)[C@H](c2ccc(C#N)cc2)N1S(=O)(=O)c1ccc(C)cc1 | -5 | -2 | x
CCOc1ccccc1C(=O)NC1CC2CCCC(C1)N2Cc1nnnn1Cc1ccco1 (stereo unspecified) | -21 | 29 | i
COc1ccc(C(=O)N2CC3(CC(c4cccc(NC(=O)CC(c5ccccc5)c5ccccc5)c4)=NO3)C[C@H]2C(N)=O)cc1 (stereo partly specified) | -3 | 31 | i
COc1ccc(/C=N/Nc2cc(C)nc3ccccc23)cc1 | -17 | 11 | i
Cc1ccsc1C(=O)OC1CCOC1=O (stereo unspecified) | -21 | 16 | i
CC(=O)NC(CC(=O)N(C)Cc1c(F)cccc1Cl)c1ccccc1 (stereo unspecified) | -32 | 6 | i
CCC(=O)NC(c1cccs1)c1cc(Cl)c2ccccc2c1O (stereo unspecified) | 29 | 48* | x
Cc1ccc(N=C2NC(=O)c3cccc([N+](=O)[O-])c32)cc1 | -13 | 24 | i
CCOC(=O)C1=C(CS(=O)(=O)c2ccc(Cl)cc2)NC(=O)NC1c1ccc(O)c(OC)c1 (stereo unspecified) | -4 | 20 | i
C[C@H](CO)N1C[C@H](C)[C@@H](CN(C)S(C)(=O)=O)Oc2c(NC(=O)Nc3ccccc3)cccc2C1=O | -12 | 3 | x
O=C(CSCc1ccccc1)Nc1cccc(C(=O)Nc2ccccc2C(=O)O)c1 | 3 | 11 | i
CCOC(=O)c1c(C)nsc1NCc1ccccc1 | -24 | 10 | i
Nc1cc(-c2ccccc2)nn1Cc1ccc(Cl)cc1 | -21 | 18 | i
Cn1cc(-c2cccc(Cl)c2)cc(C#N)c1=O | -4 | 29 | i
O=S(=O)(c1ccc(N2CCCCCC2)nc1)N1CCCC1 | -9 | 9 | i
CC(C)(C)c1ccc(-n2ncc3c2CCCC3NC(=O)c2ccncc2)cc1 (stereo unspecified) | -12 | 9 | i
CCOc1ccc(-c2nnc(N)s2)cc1 | -11 | 10 | i
Nn1c(SCc2cccc(Br)c2)nnc1-c1cccnc1 | -25 | -1 | i
O=C1C=C(c2ccc(-c3ccccc3)cc2)C[C@@H](c2ccc(F)cc2)C1 | 1 | 6 | x
O=C(Cn1c(=O)oc2ccccc21)NC(=O)NCc1ccco1 | -7 | 2 | i
CCCOc1ncnc2c1[nH]c1ccc(C)cc12 | -6 | 26 | i
CNC(=O)c1c(I)c(C(=O)NCC(=O)Nc2c(I)c(C(=O)O)c(I)c(C(=O)NCCO)c2I)c(I)c(N(C)C(C)=O)c1I | 5 | 9 | i
Cc1cc(=O)n2[nH]c(-c3ccccc3Cl)cc2n1 | -6 | 40 | i
O=C(COC(=O)[C@@H]1CC(O)CN1S(=O)(=O)c1ccc2c(c1)OCCO2)Nc1ccccc1F (stereo partly specified) | -14 | 22 | i
CC(C)c1nc2sc3c(=O)[nH]cnc3c2c2c1CCC2 | -2 | 23 | i
CCOC(=O)/C=C1\CN(Cc2cc(OC)c(OC)c(OC)c2)S(=O)(=O)c2ccc(C(F)(F)F)cc21 | -38 | 24 | i
Cc1cc(C)nc(SCC(=O)OCC(=O)Nc2nc3ccccc3s2)n1 | -17 | 14 | i
Nc1ccc(Cl)c(NC(=O)c2cccs2)c1 | -18 | 53 | i
Fc1ccccc1CSc1ncnc2sc3c(c12)CCCC3 | -18 | 6 | i
COc1ccc(N2CC(NC(=O)N3CCN(c4ccccc4)CC3)CC2=O)cc1 (stereo unspecified) | -5 | 10 | i
Cc1cc2nnc(SC3CCCCN(C(=O)c4ccc(F)cc4)C3=O)n2c2ccccc12 (stereo unspecified) | -19 | 1 | i
Cc1cc(O)ccc1N/C=C(\C#N)c1nc2ccccc2o1 | -17 | 43 | i
N#CCCN(C(=O)COC(=O)c1n[nH]c2ccccc12)c1ccccc1 | -9 | 8 | x
CC(=O)Nc1cccc(OCC(=O)NC(C)C(C)C)c1 (stereo unspecified) | -11 | 3 | i
Cc1ccc(C)c(C(=O)NCCN(C)C)c1 | -9 | 4 | i
CC1=CC(C)C2(CO)COC(c3ccc(O)cc3)C1C2C (stereo unspecified) | -15 | 28 | i
(list continues)
SMILES | OX1R antag-1 | OX1R antag-2 | CHT PAM
CC(=O)N1CCC(CCCC2CCN(C(C)=O)CC2)CC1 | 6 | 29 | i
Cc1ccc(Cn2c(=N)c(C(=O)NC3CCCCC3)cc3c(=O)n4ccccc4nc32)cc1 | -33 | 9 | i
COc1ccc(CNC(C)CCc2ccccc2)cc1 (stereo unspecified) | -18 | 6 | i
CCN1C(=O)[C@H]2[C@H]3[C@H](O)[C@H](O)C/C(=N\O[C@H](C)c4cn([C@H](CO)Cc5ccccc5)nn4)[C@@H]3CC[C@H]2C1=O | -13 | 12 | i
COc1cc(/C=N/NC(=O)C(NC(=O)c2ccccc2)c2n[nH]c(=O)c3ccccc23)ccc1OCC(N)=O (stereo unspecified) | -3 | -1 | i
CC1(c2ccc(OC(F)F)cc2)NC(=O)N(CC(=O)Nc2ccc(S(N)(=O)=O)cc2)C1=O (stereo unspecified) | -5 | 5 | i
CC(=O)c1c(COC(=O)c2ccco2)nc2ccccc2[n+]1[O-] | -24 | 40 | i
COC/C=C/C1=CC2=CC(=O)C(C)(OC(=O)c3cnc4ccccc4n3)C(=O)C2=CN1C(CO)CO (stereo unspecified) | 2 | 30 | i
O=c1[nH]c2ccccc2cc1CN(Cc1cccnc1)S(=O)(=O)c1ccc([N+](=O)[O-])cc1 | -29 | 33 | i
Cc1cccc(C(=O)NCC(=O)Nc2ccncc2)c1 | 4 | 17 | i
NC(=O)CC(NC(=O)c1cccc(Br)c1)c1ccc(N2CCN(c3ccc(F)cc3)CC2)c([N+](=O)[O-])c1 (stereo unspecified) | 0 | 7 | i
COc1ccc([C@H]2CC(=O)C=C(c3ccc4cc[nH]c4c3)C2)cc1 | 14 | 12 | x
CCOC(=O)c1sc(NC(=O)C2CC(=O)N(c3ccc(OCC)cc3)C2)nc1C (stereo unspecified) | -27 | 16 | i
C[N+]1(CCn2ccc3ccccc32)CCCCC1 | -14 | 24 | i
CCOC(=O)c1ccc(N2C(=O)C(O)=C(C(C)=O)C2c2ccccn2)cc1 (stereo unspecified) | -18 | 30 | i

Six compounds picked at random from those above:
SMILES | OX1R antag-1 | OX1R antag-2 | CHT PAM
CC(=O)N1CCC(CCCC2CCN(C(C)=O)CC2)CC1 | 6 | 29 | i
Cc1ccc(Cn2c(=N)c(C(=O)NC3CCCCC3)cc3c(=O)n4ccccc4nc32)cc1 | -33 | 9 | i
C[N+]1(CCn2ccc3ccccc32)CCCCC1 | -14 | 24 | i
CC1(c2ccc(OC(F)F)cc2)NC(=O)N(CC(=O)Nc2ccc(S(N)(=O)=O)cc2)C1=O (stereo unspecified) | -5 | 5 | i
COC/C=C/C1=CC2=CC(=O)C(C)(OC(=O)c3cnc4ccccc4n3)C(=O)C2=CN1C(CO)CO (stereo unspecified) | 2 | 30 | i
O=c1[nH]c2ccccc2cc1CN(Cc1cccnc1)S(=O)(=O)c1ccc([N+](=O)[O-])cc1 | -29 | 33 | i

The list goes on.
SMILES | OX1R antag-1 | OX1R antag-2 | CHT PAM
CCOc1ccc(N2C(=O)C3C(c4ccccc4F)NN(C(=O)c4ccc(C)cc4)C3C2=O)cc1 (stereo unspecified) | -26 | 7 | i
COc1ccc(NC(=O)CN2C(=O)COc3ccc(S(=O)(=O)N4CCOCC4)cc32)cc1Cl | -40 | 3 | i
CCOC(=O)c1c(CN2CCC(C)CC2)oc2ccc(OC)cc12 | -30 | 11 | i
COc1ccc(-n2c3nc4ccccc4nc3c3c(=N)oc(C)nc32)cc1 | -19 | 15 | i
Cc1noc(C)c1C(=O)N1CCC(C(=O)c2ccccc2)CC1 | -17 | 9 | i
Cc1occc1C(=O)NNC1=CC(=O)CC(C)(C)C1 | 0 | 14 | i
CC1=C(C(=O)OCc2ccccc2)C(c2ccccc2OC(F)F)NC(=O)N1 (stereo unspecified) | -5 | 4 | i
Cc1ccnc(NS(=O)(=O)c2ccc(NS(C)(=O)=O)cc2)n1 | -6 | 20 | i
NC(=O)/C(=C/c1ccc2c(c1)OCO2)NC(=O)c1ccco1 | -14 | 14 | i
Cn1cc(CN2CCN(Cc3ccccc3)CC2)c(-c2cccc(Cl)c2)n1 | -22 | 15 | i
Cc1cccc2sc(NNC(=O)c3ccc4c(c3)OCCO4)nc12 | -28 | 3 | i
O=C(Nc1ccccc1C(=O)O)c1cccc(N2C(=O)c3ccccc3C2=O)c1 | -1 | 20 | i
O=S(=O)(NC1CC1)c1ccc2c3c(cccc13)CC2 | -27 | 16 | i
CCCC(C(=O)NC1CCCC1)N(Cc1ccc(F)cc1)C(=O)c1snc(C(N)=O)c1N (stereo unspecified) | -36 | 18 | i
COc1cc(-c2noc(C)c2C(=O)NCCCn2ccnc2)cc(OC)c1OC | -2 | 2 | x
CC(C)n1cnnc1SCC(=O)NCC(=O)Nc1ccc(F)cc1 | 8 | 7 | x
Cc1ccc(NS(=O)(=O)c2ccc(C)c(C(=O)N3CCOCC3)c2)cc1 | -31 | 18 | i
COc1cccc(CNC(=O)c2cnc(-c3ccccn3)nc2C(F)(F)F)c1 | -21 | 9 | i
COc1ccc2nc(SCC(=O)Nc3c(C)cccc3C)[nH]c2c1 | -10 | 17 | i
O=C(CCCCn1c(=O)[nH]c2ccccc2c1=O)NC1CCN(Cc2ccccc2)CC1 | -14 | 12 | i
O=C(c1ccc(F)cc1)N1CCCC(C(=O)N2CCc3ccccc3C2)C1 (stereo unspecified) | -36 | 16 | i
NS(=O)(=O)c1ccc(NC(=O)C2CCCO2)cc1 (stereo unspecified) | -4 | 1 | i
CCN1C(=O)[C@H]2[C@H]3CN=C(SCc4ccccc4)N3[C@@](CC)(C(=O)OC)[C@H]2C1=O | -3 | 8 | x
CC1CCCCC1NC(=O)C1CCN(S(=O)(=O)c2ccc(-n3cnnn3)cc2)CC1 (stereo unspecified) | -14 | 3 | i

Look-ups from the list.
Cc1noc(C)c1C(=O)N1CCC(C(=O)c2ccccc2)CC1 @ OX1R antag-2 = 9
C[C@H](CO)N1C[C@H](C)[C@@H](CN(C)S(C)(=O)=O)Oc2c(NC(=O)Nc3ccccc3)cccc2C1=O @ OX1R antag-1 = -12
Cc1cccc(C(=O)NCC(=O)Nc2ccncc2)c1 @ OX1R antag-1 = 4
O=C1CC(C(F)(F)F)=NN1 @ OX1R antag-2 = 5
CCN1C(=O)[C@H]2[C@H]3[C@H](O)[C@H](O)C/C(=N\O[C@H](C)c4cn([C@H](CO)Cc5ccccc5)nn4)[C@@H]3CC[C@H]2C1=O @ OX1R antag-1 = -13
CNC(=O)c1c(I)c(C(=O)NCC(=O)Nc2c(I)c(C(=O)O)c(I)c(C(=O)NCCO)c2I)c(I)c(N(C)C(C)=O)c1I @ OX1R antag-1 = 5
